FXN GAA850 act = frataxin GAA850 promoter activation | activation, % at 6 µM | HEK293 lucGAA850 FXN promoter luciferase reporter, 24 h; percent of 10 µM SAHA response | 360,000 compounds, 0.56% hits;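 active = activation above the average of all compounds screened plus 3 SD, cutoff fixed separately per campaign, cut at about 7.5% in these data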;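 note: 0% = DMSO wells and 100% = 10 µM SAHA wells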
ADAM10 inh = inhibitors of human ADAM10 | O14672 | recombinant ADAM10, EDANS/DABCYL FRET peptide cleavage, 3 h | inhibition, % at 7 µM | 370,000 compounds, 0.62% hits | AID 720582;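 active = inhibition above a per-campaign cutoff equal to the mean of compounds falling between control-based bounds plus 3 SD, cut at about 20% in these data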;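 note: 0% = DMSO wells while the 100% control is not disclosed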
Target sequence (O14672 214-748 limits assumed): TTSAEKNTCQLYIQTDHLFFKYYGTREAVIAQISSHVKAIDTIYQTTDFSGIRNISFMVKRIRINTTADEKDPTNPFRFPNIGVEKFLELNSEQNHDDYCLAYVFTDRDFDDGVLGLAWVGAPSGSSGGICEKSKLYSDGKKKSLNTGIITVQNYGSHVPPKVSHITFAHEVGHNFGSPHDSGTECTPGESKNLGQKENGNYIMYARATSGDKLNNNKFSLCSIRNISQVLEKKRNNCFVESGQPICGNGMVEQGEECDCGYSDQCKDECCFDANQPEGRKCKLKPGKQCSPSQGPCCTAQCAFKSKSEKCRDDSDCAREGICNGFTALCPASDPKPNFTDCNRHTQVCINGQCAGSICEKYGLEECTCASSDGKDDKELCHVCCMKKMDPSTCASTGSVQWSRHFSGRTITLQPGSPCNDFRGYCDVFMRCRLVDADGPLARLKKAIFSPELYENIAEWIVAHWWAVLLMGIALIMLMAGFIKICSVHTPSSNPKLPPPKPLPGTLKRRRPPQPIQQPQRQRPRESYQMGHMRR
GC-A act = GC-A (human) enzyme activation | P16066 | HEK293 GC-A cells, cGMP TR-FRET, EC30 ANP; 0% at EC30 ANP, 100% saturating ANP | activation, % at 10 µM | 370,000 compounds, 0.14% hits | AID 1671463; in the data active = activation above about 40%
HGIII-sPLA2 inh = Blocks human group III sPLA2 activity; Q9NZ20; QFRET BODIPY PC-A2 liposome hydrolysis, fluorescence; inhibition, % at 12.2 µM; 370,000 compounds, 0.56% hits;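 active = inhibition above mean plus 3 SD of compounds lying within the high and low control bounds, cut at about 19% in these data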;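 note: 0% = median of test compound wells and 100% = no enzyme DMSO wells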
GC-B act = GC-B (human) receptor activation; HEK293-GC-B cells, CNP EC30, cGMP TR-FRET; 0% at EC30 CNP, 100% saturating CNP; activation, % at 10 µM; 370,000 compounds, 0.11% hits; P20594;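 active = activation at 10 µM reaching about 35% in either raw or pattern-adjusted values, limit read from the data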
hcDAF12 agonist = activators of H. contortus DAF-12 nuclear receptor | HEK293 hcDAF-12 lit1-tk-luc reporter, luminescence; 0% DMSO, 100% Δ7-dafachronic acid | activation, % at 6.8 µM | 370,000 compounds, 1.4% hits | AID 652067;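 active = activation above the mean of all tested compounds plus 3 SD, cut at about 5.5% in these data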;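 note: 100% = response to 3 µM Δ7-dafachronic acid high control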
SMARCA2 activ = increases SMARCA2 function in MMTV reporter cells; MG213 cells, MMTV-luciferase reporter, dexamethasone, overnight; activation, % at 9.1 µM; 370,000 compounds, 1% hits; AID 652017; in the data active = activation above about 7.8%;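 note: 0% = vehicle wells and 100% = reference activator wells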
DAX1 inh-1 = inhibits human nuclear receptor DAX1. P51843. HEK293 Gal4-DAX1 luciferase reporter, luminescence. inhibition, % at 6.75 µM. 340,000 compounds, 0.99% hits. AID 504766;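 active = inhibition above the mean over all tested compounds plus 3 SD, cut at about 4.2% in these data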;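 note: 0% = DAX1-transfected cells with DMSO and 100% = empty-vector control cells with DMSO; inhibition shows as a rise in luminescence from relieved DAX1 repression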
Target sequence (P51843 207-470 limits assumed): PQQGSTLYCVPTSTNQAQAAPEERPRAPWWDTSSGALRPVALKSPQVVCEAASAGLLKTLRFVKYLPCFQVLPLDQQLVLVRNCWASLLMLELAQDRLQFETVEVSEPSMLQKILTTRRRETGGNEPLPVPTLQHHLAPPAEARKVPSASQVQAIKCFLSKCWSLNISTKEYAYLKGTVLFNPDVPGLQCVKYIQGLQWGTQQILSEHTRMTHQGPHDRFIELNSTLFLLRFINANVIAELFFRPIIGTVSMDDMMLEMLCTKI
hgDAF-12 ag = agonists of H. glycines DAF-12 nuclear receptor | activation, % at 6.8 µM | 370,000 compounds, 1.8% hits | HEK293 GAL4-hgDAF12 UAS-luciferase reporter, agonist luminescence; normalized to butyrate control;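 active = activation above a cutoff set at the mean of all screened compounds plus 3 SD, cut at about 10% in these data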;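 note: 0% = DMSO wells and 100% = sodium butyrate wells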
DAX1 inh-2 = blocks DAX1 repression of SF-1 activated StAR promoter; HEK293T StAR-luciferase reporter, SF-1/DAX-1 repression relief; inhibition, % at 6.8 µM; 370,000 compounds, 1.1% hits; AID 652010;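 active = inhibition above the mean over all tested compounds plus 3 SD, cut at about 3.6% in these data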;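 note: 0% = DAX-1 cells with DMSO and 100% = cells lacking DAX-1 with DMSO; higher inhibition means more luminescence from relief of DAX-1 repression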
ssDAF12 agonist = S. stercoralis DAF-12 activation, primary screen; 370,000 compounds, 1% hits; activation, % at 6.8 µM; HEK293 ssDAF-12/GRIP1 lit1-tk-luc reporter, luminescence; % of 3 µM dafachronic acid response;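 active = activation above the mean over all tested compounds plus 3 SD, cut at about 0.9% in these data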;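 note: 0% = DMSO-only wells and 100% = 3 µM delta7-dafachronic acid wells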
* hit, by the source's call; · = no result given.

canonical_smiles	SMARCA2 activ	HGIII-sPLA2 inh	FXN GAA850 act	hcDAF12 agonist	GC-A act	ssDAF12 agonist	hgDAF-12 ag	GC-B act	DAX1 inh-2	ADAM10 inh	DAX1 inh-1
CCNC(=S)N1CCCC(c2nc3ccc(C)cc3[nH]2)C1 (stereo unspecified)	-1	9	1.5	0.4	-3	-1.0	-0.4	-3	-1.2	-2	-0.7
CC#CC[N+](C)(C)CCCCCCCCCC	-7	-3	-2.5	-3.6	4	-2.7	-2.5	-1	-0.6	8	-2.7
CN(C(=O)CC1C(=O)NCCN1Cc1ccc(F)c(F)c1)C1CCOCC1 (stereo unspecified)	-3	3	2.8	0.4	-3	-0.9	0.6	5	-0.1	-15	-0.6
CN=C(c1ccc(C)cc1)n1c(=S)nc(-c2ccc(C)cc2)n(C)c1=S	0	-1	5.2	4.3	-4	-0.1	6.4	-5	0.6	4	0.5
COc1cccc(OCc2cc(C(=O)N3CCN(c4ccccc4O)CC3)no2)c1	2	-22	4.0	4.1	1	0.0	7.6	1	3.4	5	0.5
O=C(NC1CCCCC1)N1CCCC1	-2	1	0.3	-0.6	2	-1.1	1.4	7	0.0	5	2.6
CCCCC(=O)O[C@]1(C(=O)CO)CC[C@H]2[C@@H]3CCC4=CC(=O)CC[C@]4(C)[C@H]3[C@@H](O)C[C@@]21C	-8	-23	-2.9	-1.1	-7	-1.1	-2.1	-6	2.8	12	-0.2
CCN(CC)c1ccc(NC(=O)CC2Oc3ccccc3NC2=O)c(C)c1 (stereo unspecified)	-1	-1	-2.5	-0.9	-4	-0.3	-0.7	-1	-1.1	-7	1.4
COCC(=O)Nc1ccc2c(c1)OCC(=O)N2Cc1ccc(C)cc1	2	0	2.0	0.5	3	-1.0	0.3	-4	-0.1	-4	1.0
O=C1CC(c2ccccc2F)c2cc3c(cc2N1)CCC3 (stereo unspecified)	-2	-4	-3.0	-2.2	-10	-1.5	-0.8	-7	-1.9	6	-3.5
CCN1C(=O)C(CC(=O)Nc2ccc(OC)cc2)N(CCc2ccccc2F)C1=S (stereo unspecified)	-2	-29	-1.4	3.7	1	-0.8	1.0	-1	0.1	9	-1.7
CCOc1cc(C)c(Cl)cc1S(=O)(=O)NC1CC(C)(C)NC(C)(C)C1	0	0	-0.8	-1.6	-5	-0.9	-1.5	11	0.9	-4	-0.3
Cc1cnc(NS(=O)(=O)c2ccc(N)cc2)nc1-c1ccccc1O	-5	9	0.3	-1.1	-3	-1.6	-2.8	1	0.9	-12	1.5
CCC1Sc2ccc(S(=O)(=O)CCC(=O)Nc3ccccc3Br)cc2NC1=O (stereo unspecified)	-3	-5	-0.3	-1.9	2	-1.1	-1.5	5	-0.2	-6	-0.8
COCCN1CCN(C(=O)c2ccc3oc(CCc4ccccc4)nc3c2)CC1	3	2	3.3	-0.1	0	-1.1	-1.3	3	0.4	-10	1.0
O=C(CCCn1cncn1)N1CCCC(N2CCN(c3ccc(F)cc3)CC2)C1 (stereo unspecified)	2	4	1.9	0.9	3	-0.9	0.8	-2	0.7	-10	0.3
COCCN(Cc1ccc(OC)cc1)c1c(C)nc2ccc(C(=O)NCCc3c[nH]c4ccccc34)cn12	-6	-72	-1.6	-0.9	-2	-0.8	-1.6	3	0.2	-12	·
COCCNC(=O)C1CCCN(C(=O)c2ccc3sccc3c2)CC1 (stereo unspecified)	-1	-1	-2.8	-0.9	-2	-0.4	-2.4	4	0.6	13	·
O=C1C(=Cc2cccn2-c2ccc(O)cc2)C(=O)c2ccccc21	-1	-6	-0.9	1.2	-3	-0.9	-0.8	-7	0.1	-2	0.2
Cc1cc2ncn(CCC(=O)NC(C)(C)C)c2cc1C	3	6	0.4	1.8	-2	-1.4	2.3	6	0.9	-1	-0.7
Nc1c(-c2ccc3c(c2)OCCO3)oc2ccccc2c1=O	2	12	4.0	0.3	-4	-0.2	8.1	1	-0.1	-20	1.7
CC1CCC(NC(=O)c2ccc(S(C)(=O)=O)cc2)CC1 (stereo unspecified)	3	-2	4.3	-0.5	-4	6.4*	2.8	-2	0.8	4	0.3
Cc1c(OC(C)C(=O)NCC(O)c2ccccc2)ccc2c3c(c(=O)oc12)CCCC3 (stereo unspecified)	-2	-8	6.4	-2.6	10	-1.1	-0.1	-4	-0.5	-254	1.1
COc1cc(/C=C(/C#N)c2nc3ccccc3[nH]2)ccc1OC(=O)c1ccco1	2	-8	4.0	0.6	10	-1.1	-0.9	16	0.3	-63	1.2
Cc1ccc(NC(=O)C2CCN(c3ncccn3)CC2)cc1C	-1	1	·	-0.9	-3	-1.4	2.7	3	-0.3	-25	·

With a hit mark in ssDAF12 agonist (from the list above):
SMILES | SMARCA2 activ | HGIII-sPLA2 inh | hcDAF12 agonist | GC-A act | ssDAF12 agonist | GC-B act | DAX1 inh-2 | ADAM10 inh | DAX1 inh-1
CC1CCC(NC(=O)c2ccc(S(C)(=O)=O)cc2)CC1 (stereo unspecified) | 3 | -2 | -0.5 | -4 | 6.4* | -2 | 0.8 | 4 | 0.3

(list continues)
canonical_smiles	SMARCA2 activ	HGIII-sPLA2 inh	FXN GAA850 act	hcDAF12 agonist	GC-A act	ssDAF12 agonist	hgDAF-12 ag	GC-B act	DAX1 inh-2	ADAM10 inh	DAX1 inh-1
COC(=O)c1c(C)oc(C)c1S(=O)(=O)Nc1ccccc1	4	1	-0.1	-1.5	-4	-0.9	-1.7	-2	0.1	-6	1.1
N#Cc1cccc(OCC(=O)NC(=O)NCc2ccccc2)c1	-1	2	-1.2	0.6	-3	-0.4	-0.8	-4	-0.2	-10	-1.3
Nn1c(SCc2cccc(Cl)c2)nnc1-c1ccncc1	-4	11	0.7	-0.1	4	-1.9	-1.4	5	0.1	5	-0.9
O=C(COC(=O)c1cccnc1)Nc1ccc(F)cc1	-1	-1	0.5	1.7	3	-1.3	-1.5	4	-0.1	-4	0.3
CC(=O)c1ccc(C(=O)N(CCN(C)C)c2nc3c(Cl)cccc3s2)cc1	-5	16	1.7	-0.6	0	-0.6	2.7	-2	0.3	-5	0.2
O=C(NC1CCCCC1)C(c1ccc(F)cc1)N(CCc1ccccc1)C(=O)CN1C(=O)c2ccccc2S1(=O)=O (stereo unspecified)	0	-3	-0.6	-1.9	-1	-0.1	-2.0	4	0.1	2	-0.8
C=CCc1cccc(C=Nc2cccn3cc(-c4ccccc4)nc23)c1O	4	-1	6.2	-0.7	1	-1.3	3.1	-7	0.9	-108	1.0
Cc1nn(-c2ccccc2)c(C)c1C(=O)NCc1ccccc1F	1	-3	-0.1	0.8	2	-0.6	-0.6	2	0.2	-4	1.5
O=C(CC(c1ccc(F)cc1)c1ccco1)N1CCCC1 (stereo unspecified)	-3	-6	2.8	0.9	-1	-1.2	0.1	-2	0.3	4	0.9
O=C(CN(C1CCCCC1)S(=O)(=O)c1ccc(F)cc1)Nc1ccc2c(c1)OCO2	3	-11	-0.8	-0.4	-2	-1.8	-0.3	2	-0.1	-3	0.2
COc1ccc(CNC(=O)c2cccc3c(-c4cccnc4)coc23)cc1OC	-7	-4	-5.7	-5.4	8	-2.4	-14	15	-5.3	2	·
CN(C)c1ccc(C(=O)NC2(N3CCC3=O)CCCC2)cc1	-4	3	-1.7	1.1	0	-1.1	0.8	6	1.1	-11	2.4
COc1ccc(N2CCC(CNC(=S)Nc3cccc(C)c3)C2)cc1 (stereo unspecified)	0	8	0.5	-1.2	-7	-1.3	4.4	-3	-0.4	7	0.4
O=C(CSc1cn[nH]n1)Nc1ccccc1C(F)(F)F	-1	-12	0.5	-1.1	0	-0.7	-2.6	2	0.1	-2	-0.1
COc1ccc(C(=O)NCc2c(CC(C)C)oc(C)c2C(=O)O)cc1	1	-3	1.0	1.1	9	-1.2	0.5	3	0.3	-5	-0.4
CN=C1C=C/C(=N/N=c2\ccn(O)cc2C)C=C1C	0	10	1.4	-1.5	-13	-1.7	-3.4	-6	-0.3	6	4.2
COc1ccc2cc(C(=O)N3CCc4ccccc43)[nH]c2c1	2	-10	3.7	14*	1	1.6*	19*	-5	3.2	2	2.5
CC1CCN(S(=O)(=O)c2ccc(NC(=O)C3CSC4(C)CCC(=O)N34)cc2)CC1 (stereo unspecified)	-1	-13	2.4	-0.8	-1	-0.7	-1.5	0	1.0	-5	-1.6
Cc1ccc(CN2C(=O)CSCC2(C)C(=O)Nc2c(C)cccc2C)cc1 (stereo unspecified)	-2	8	·	-1.8	0	-1.1	-0.8	1	0.3	1	·
c1ccc(-c2n[nH]nc2-c2ccccc2)cc1	-2	-22	-1.4	-1.9	3	-0.9	0.3	4	-0.9	8	0.0
CCCCCN1CCCCC(NC(=O)C2CCCCC2)C1=O (stereo unspecified)	-1	15	·	-1.3	4	-1.5	1.6	0	-1.6	-11	·
CC(C(=O)O)N1C(=O)/C(=C/C=C/c2ccco2)SC1=S (stereo unspecified)	-3	-15	1.6	-1.0	-4	-1.2	-2.4	3	0.1	-13	-1.3
O=C(O)c1nn(CCSc2ccccc2F)c(=O)c2ccccc12	0	1	3.2	-1.6	1	-1.8	0.8	-1	-0.6	-5	-2.4
CCc1ccccc1NC(=O)CSc1n[nH]c(C)c1[N+](=O)[O-]	1	-21	-0.4	-2.3	2	-1.4	-1.7	3	0.2	-4	5.3*
Cc1ccc(N2CC(C(=O)OCC(=O)c3ccc(F)cc3)CC2=O)cc1 (stereo unspecified)	-3	4	1.9	-1.8	-3	-0.7	-1.5	-6	0.0	3	-0.7
Cc1ccccc1-n1c(-c2csc3ccccc23)n[nH]c1=S	-1	14	3.0	-1.1	-3	-1.3	-1.6	2	-0.5	7	0.1
CC1CCN(S(=O)(=O)c2nnc(NC(=O)COc3ccccc3F)s2)CC1	0	0	-0.7	-0.4	-3	-0.7	-1.2	5	0.4	-13	0.0
O=C(COC(=O)/C=C/c1ccc(F)cc1)Nc1ccc2[nH]c(=O)[nH]c2c1	-3	2	-0.4	-1.4	-2	-0.9	1.4	1	0.6	-3	-0.3
Cc1cc(C)n(CC(O)COc2ccccc2Br)n1 (stereo unspecified)	1	7	2.5	-1.6	-13	-1.1	2.3	-10	0.2	-9	-0.8

Some entries already given, showing only hcDAF12 agonist.
smiles	hcDAF12 agonist
CC1CCN(S(=O)(=O)c2nnc(NC(=O)COc3ccccc3F)s2)CC1	-0.4
O=C(COC(=O)/C=C/c1ccc(F)cc1)Nc1ccc2[nH]c(=O)[nH]c2c1	-1.4

Screening results as filed in PubChem BioAssay.
